From PubChem
TbMetRS inhib: Trypanosoma brucei MetRS inhibition | inhibition, % at 11.9 µM | purified T. brucei MetRS, ATP depletion, Kinase-Glo luminescence | 0.4% of 360,000 active;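 active = inhibition above a per-plate cutoff of the control wells' mean inhibition plus 3 SD, cut at about 5.5% in these data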;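 note: 0% = DMSO wells median and 100% = median of wells with control inhibitor compound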
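Measured by: Kinase-Glo luciferase luminescence reporting remaining unconsumed ATP. Material: purified T. brucei MetRS enzyme. Doses: 11.9 µM compound single dose, 0.9% DMSO. Medium: HEPES buffer containing pyrophosphatase, BSA, spermine, DTT. Times: 15 min preincubation, 2 h reaction, all 25 °C. Reagent: methionine, ATP and bulk E. coli tRNA.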
SUMO1-SIM PPI: SUMO1-SIM interaction modulation | AID 602429 | SUMO1 binding to a labelled peptide, TR-FRET, 1 h | inhibition, % at 20 µM | 0.33% of 360,000 active | P63165; in the data active = inhibition above about 37%
Target sequence (P63165 whole entry, looked up): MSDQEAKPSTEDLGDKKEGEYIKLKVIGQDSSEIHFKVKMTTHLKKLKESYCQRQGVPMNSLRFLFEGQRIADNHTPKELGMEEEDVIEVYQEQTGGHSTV
LMPTP block: blocks human LMPTP phosphatase. P24666. recombinant LMPTP-A, OMFP fluorogenic substrate, fluorescence intensity. inhibition, % at 20 µM. 0.22% of 360,000 active;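 active = compounds that cut the enzyme signal by at least half of the control window in the single-dose screen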;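 note: plate controls were DMSO wells with enzyme plus substrate for no effect and substrate without enzyme for full effect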
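Test system: LMPTP-A, protein tyrosine phosphatase of low molecular weight; Input: 0.625 nM enzyme; Incubation: 50 min dark incubation at room temperature; Signal: endpoint fluorescence intensity from OMFP dephosphorylation; Read-out basis: % inhibition versus control wells.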
Scp-1 inhibitor: Scp-1 (human) phosphatase inhibition; 0.88% of 340,000 active; Recombinant Scp1, phosphopeptide, malachite green phosphate absorbance; inhibition, % at 20 µM; Q9GZU7;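 active = inhibition above about 50% at 20 µM, limit read from the data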;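 note: plate controls were DMSO wells with enzyme for no effect and wells lacking enzyme for full effect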
Target sequence (Q9GZU7 76-261 limits assumed): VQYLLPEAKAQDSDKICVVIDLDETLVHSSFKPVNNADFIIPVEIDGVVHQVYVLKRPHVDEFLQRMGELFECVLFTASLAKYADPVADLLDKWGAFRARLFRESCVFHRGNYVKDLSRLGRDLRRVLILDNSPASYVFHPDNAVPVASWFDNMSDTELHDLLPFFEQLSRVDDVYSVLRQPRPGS
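Material – SCP-1 phosphatase catalytic domain, residues 76-261 · Buffer or medium – Acidic Tris acetate buffer with magnesium and detergent · Also added – Phospho 17-mer peptide substrate · Compound – single 20 µM dose, 1% DMSO · Times – 45 min room-temperature reaction, 5 min colour, 30 min stabiliser · Technique – Phosphate-binding colour reagent, absorbance read at 630 nm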
DNMT1 block: DNMT1 (human) enzyme inhibition | P26358 | DNMT1 molecular beacon, Hinp1I cleavage, fluorescence | 0.83% of 360,000 active | inhibition (reported as % activation of signal), % at 10 µM | AID 588458; in the data active = inhibition above about 50%
bovine MsrA act: activates bovine MsrA enzyme. purified bovine MsrA, absorbance read-out. activation, % at 10.6 µM. 0.3% of 360,000 active. AID 602163; in the data active = activation above about 7.5%;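 note: 0% = vehicle and 100% = reference activator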
eLon inh: inhibitors of E. coli Lon protease. inhibition, % at 7.94 µM. 0.42% of 360,000 active. purified E. coli Lon protease, fluorescence polarization. AID 602123. P0A9M0; in the data active = inhibition above about 13%, passing the limit was not always enough;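 note: 0% = enzyme with probe and DMSO and 100% = no enzyme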
Target sequence (P0A9M0 whole entry, looked up): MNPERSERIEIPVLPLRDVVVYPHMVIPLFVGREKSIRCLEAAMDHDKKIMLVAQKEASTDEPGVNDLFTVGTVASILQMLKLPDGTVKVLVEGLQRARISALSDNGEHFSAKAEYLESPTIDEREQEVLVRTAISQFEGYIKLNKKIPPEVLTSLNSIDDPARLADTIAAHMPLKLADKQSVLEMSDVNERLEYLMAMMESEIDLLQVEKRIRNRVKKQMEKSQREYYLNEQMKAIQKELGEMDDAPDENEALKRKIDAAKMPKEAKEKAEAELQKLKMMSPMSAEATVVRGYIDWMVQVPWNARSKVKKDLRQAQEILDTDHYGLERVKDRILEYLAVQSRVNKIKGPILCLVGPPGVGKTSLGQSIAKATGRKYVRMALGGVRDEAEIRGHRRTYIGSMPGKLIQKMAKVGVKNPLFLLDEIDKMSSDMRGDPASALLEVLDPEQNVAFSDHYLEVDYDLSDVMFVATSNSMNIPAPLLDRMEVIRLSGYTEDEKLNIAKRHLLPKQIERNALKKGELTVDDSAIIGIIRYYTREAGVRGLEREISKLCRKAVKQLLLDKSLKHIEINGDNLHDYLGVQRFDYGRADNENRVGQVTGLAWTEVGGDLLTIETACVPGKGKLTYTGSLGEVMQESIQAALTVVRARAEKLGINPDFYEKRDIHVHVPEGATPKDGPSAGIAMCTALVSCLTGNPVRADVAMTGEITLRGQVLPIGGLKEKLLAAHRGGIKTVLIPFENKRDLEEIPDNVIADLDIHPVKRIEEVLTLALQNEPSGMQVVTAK
MsrA inh: inhibits bovine methionine sulfoxide reductase A. purified bovine MsrA, absorbance read-out. inhibition, % at 15.5 µM. 0.75% of 360,000 active. AID 651718; in the data active = inhibition above about 4.5%;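 note: 0% = vehicle wells with enzyme and 100% = reference inhibitor wells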
STEP block: STEP (human) phosphatase inhibition; P54829; recombinant STEP, OMFP fluorogenic substrate, fluorescence; inhibition, % at 20 µM; 0.25% of 360,000 active; AID 588621;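 active = inhibition at 20 µM, scaled per plate between control wells, above about 37%, limit read from the data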;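 note: 0% = DMSO with enzyme and substrate and 100% = substrate only without enzyme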
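material = STEP tyrosine phosphatase | reagent = fluorogenic phosphatase substrate OMFP at 25 µM final | doses = single compound dose of 20 µM, 1% DMSO final | schedule = 20 min reaction, room temperature, in the dark | measured by = fluorescence, 480/540 nm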
NRP1-CendR mod: NRP-1/CendR interaction modulation; O14786; FAM-RPARPAR peptide binding to NRP-1, fluorescence polarization; inhibition, % at 25 µM; 0.85% of 360,000 active; AID 602438;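 active = inhibition or corrected inhibition above about 18%, plus a signal ratio from 0.5 to 1.5, limit read from the data, passing the limit was not always enough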; note: strong numbers were not always called active
An asterisk follows results filed as active; nt = no result given.

SMILES | TbMetRS inhib | SUMO1-SIM PPI | LMPTP block | Scp-1 inhibitor | DNMT1 block | bovine MsrA act | eLon inh | MsrA inh | STEP block | NRP1-CendR mod
CC(=O)Nc1ccc(S(=O)(=O)NCC(=O)OCC(=O)N2CCCCCC2)cc1 | -0.2 | 4 | -2.3 | -8 | 4 | -3 | 9 | 0.4 | -2 | 14
CCc1ccc(NC(=O)c2[nH]c(C)c(C(C)=O)c2C)cc1 | 0.0 | -4 | 0.1 | -1 | 0 | -2 | 5 | 0.2 | -2 | 9
COc1ccccc1-c1cc(C(=O)Nc2cccnc2Cl)no1 | -0.3 | 47* | 0.8 | -4 | -4 | 0 | -14 | -0.1 | -1 | 1
Cc1ccc(/C=N/Nc2nc3ccccc3s2)o1 | -1.0 | -8 | 0.1 | -2 | -7 | -11 | 4 | 2.6 | -4 | 6
Cc1cc(C)c(S(=O)(=O)N(C)Cc2cnn(C)c2)c(C)c1 | -0.1 | -5 | -0.7 | -8 | -8 | 1 | 17 | 1.1 | 0 | 7
COc1ccccc1N=Cc1c(C)[nH]n(-c2ccc(C)cc2C)c1=O | -0.7 | -4 | -0.6 | 11 | 5 | -4 | 1 | 1.6 | 12 | -3
COCC(=O)NNC(=S)Nc1cccc(C)c1C | -1.1 | -1 | 1.0 | -2 | 9 | -9 | -12 | -0.9 | 0 | -4
C[C@H](N)c1nnc(SCc2ccc(Cl)cc2Cl)o1 | 1.9 | -5 | -1.6 | -7 | 1 | -4 | 3 | 0.4 | -2 | 4
CN(c1ccccc1)S(=O)(=O)c1ccc(C(=O)NCc2cccnc2)cc1 | -0.1 | -5 | 0.2 | nt | 1 | 1 | -3 | 0.2 | -2 | 1
O=[N+]([O-])c1ccc(CSc2nc3ncc(Br)cc3[nH]2)cc1 | 2.4 | 9 | 2.1 | 41 | 33 | -2 | -4 | 0.3 | 22 | 4
COc1ccc(C2=NOC(C(=O)NCc3ccc(F)cc3)C2)cc1OC (stereo not drawn) | -1.6 | -4 | -1.1 | -8 | -6 | -4 | -13 | nt | -1 | -12
Nc1nc(SCC(=O)Nc2ccc3c(c2)CCC3)n[nH]1 | -1.7 | 0 | 2.8 | 12 | 2 | -11 | 13 | -1.7 | -4 | -2
Cc1cc(C)c(NC(=O)CSCc2nc3sc(C)c(C)c3c(=O)[nH]2)c(Cl)c1 | 0.0 | 3 | 0.0 | 0 | 22 | -1 | -30 | -0.6 | -1 | -135
COc1cccc(N2C(=O)CC(NNc3nc4ccccc4s3)C2=O)c1 (stereo not drawn) | 0.0 | 5 | 0.5 | -7 | -3 | -3 | 3 | 0.2 | -1 | 0
Clc1ccccc1-c1nnc2sc(-c3ccc4c(c3)OCO4)nn12 | -0.4 | 1 | 5.6 | -2 | 0 | -10 | 0 | 1.4 | 4 | -1

Printed as active in SUMO1-SIM PPI (from the list above):
SMILES | TbMetRS inhib | SUMO1-SIM PPI | LMPTP block | Scp-1 inhibitor | DNMT1 block | bovine MsrA act | eLon inh | MsrA inh | STEP block | NRP1-CendR mod
COc1ccccc1-c1cc(C(=O)Nc2cccnc2Cl)no1 | -0.3 | 47* | 0.8 | -4 | -4 | 0 | -14 | -0.1 | -1 | 1

Additional entries:
SMILES | TbMetRS inhib | SUMO1-SIM PPI | LMPTP block | Scp-1 inhibitor | DNMT1 block | bovine MsrA act | eLon inh | MsrA inh | STEP block | NRP1-CendR mod
COc1ccc(CCN2CC(C(=O)OCC(=O)N(C)CC(=O)Nc3ccccc3Cl)CC2=O)cc1OC (stereo not drawn) | -0.1 | 22 | -1.2 | 1 | -3 | -1 | -21 | -0.4 | -3 | 3
COc1ccc(N(C(=O)c2cccnc2)S(=O)(=O)c2cccs2)cc1 | 0.2 | -3 | 1.8 | -3 | 0 | -4 | 1 | 0.5 | 1 | -2
COc1ccccc1NS(=O)(=O)c1ccc(C(=O)NCc2ccco2)cc1 | -0.2 | 0 | -0.6 | -5 | 2 | -3 | -2 | -0.7 | 0 | -14
COc1ccc(OCCOc2ccccc2[N+](=O)[O-])cc1 | 0.5 | -14 | 0.5 | -15 | -5 | -4 | -4 | -0.2 | -4 | -6
Cc1ccc(N2C(=O)N(CC(=O)Nc3cc(C)cc(C)c3)C(=O)C2C)cc1 (stereo not drawn) | -0.6 | -2 | 0.9 | -12 | -11 | -2 | -10 | -0.5 | 1 | -2
Cc1ccc(C(C)C)c(OCC(=O)N/N=C2\CC(=O)CC(C)(C)C2)c1 | -0.4 | 0 | -0.7 | -7 | -2 | -1 | 2 | 0.6 | 1 | 8
CC(=O)OC(C)C[N+](C)(C)C (stereo not drawn) | -1.5 | 7 | -1.7 | -6 | 3 | -5 | -1 | -0.8 | -3 | 1
O=C1OC(CC(=O)N(Cc2nnc(-c3ccc(Cl)cc3)o2)C2CC2)c2ccccc21 (stereo not drawn) | -0.1 | 1 | -0.1 | -6 | 1 | -2 | -2 | 0.8 | -1 | -7
CN(CCNC(=O)CN1CCN(Cc2ccccc2Cl)C1=O)Cc1ccccc1 | -0.5 | 0 | -1.3 | -5 | 3 | -3 | -4 | nt | -3 | 4
COc1ccccc1N1CCN(S(=O)(=O)c2ccccc2F)CC1 | -0.2 | 1 | -1.5 | 6 | -6 | -3 | -1 | -0.9 | -3 | -3
O=P(c1ccccc1)(c1ccccc1)C(c1ccco1)N1CCOCC1 (stereo not drawn) | -0.7 | -5 | -2.2 | 6 | 5 | -11 | -8 | -1.8 | -3 | 3
O=C(Cn1nnc(-c2ccc3c(c2)OCO3)n1)N1CCOCC1 | -1.1 | -2 | -1.8 | -11 | 6 | -2 | -7 | -0.3 | 0 | 10
CCOC(=O)Nc1cc2c(C)cc(=O)oc2cc1C | -0.5 | -1 | 0.9 | -2 | 2 | -2 | -13 | 0.7 | 4 | 4
Fc1cc(F)cc(-c2oncc2-c2nnnn2-c2ccccc2)c1 | -0.6 | -3 | 0.0 | -1 | 1 | -1 | 5 | -0.1 | 1 | 7
Cc1cccc(-c2noc(CN(C(=O)C(c3ccccc3)c3ccccc3)C(C)C)n2)c1 | -0.1 | 2 | 7.1 | -22 | -8 | 0 | -1 | 0.3 | 2 | 5
CCOC(=O)C(C(C)=O)=C1SC2CS(=O)(=O)CC2S1 (stereo not drawn) | -1.4 | 1 | -1.7 | 13 | 4 | -8 | -1 | 1.9 | -2 | 24
Cc1ccc(/C(O)=C2\C(=O)C(=O)N(C)C2c2ccc([N+](=O)[O-])cc2)cc1 (stereo not drawn) | -0.4 | -9 | -0.9 | -2 | -2 | -4 | -7 | 2.8 | 0 | 21
COc1ccc(CN2CC(=O)N3[C@H]4c5ccc(OC)cc5OC[C@@H]4[C@H](c4ccccc4)[C@]3(C)C2=O)cc1 | 0.1 | -5 | 1.7 | -14 | 2 | -3 | 1 | 0.8 | -1 | 17
N=C1c2ccccc2CN1NC(=O)c1cccc(S(=O)(=O)N2CCOCC2)c1 | 0.1 | 3 | -1.9 | -8 | -2 | -3 | -1 | -0.1 | 0 | -2
COc1ccc(-c2oc3ccccc3c2C(=O)OCc2ccccc2)cc1 | -0.5 | -2 | 3.9 | -14 | 4 | -4 | 0 | 1.2 | -2 | 12
Cc1ccc(S(=O)(=O)N(C)C)cc1-n1c(SCC(=O)Nc2ccc(F)cc2)nc2ccccc2c1=O | -0.4 | 1 | 2.0 | -6 | -5 | -7 | 6 | 1.8 | 3 | 2
CC(C)CCN1CCC(CN2C(=O)C(=O)NC[C@@H]2CC(C)C)CC1 | -0.8 | 6 | -1.3 | nt | -3 | 12* | -1 | 0.6 | -2 | 15
COCOCCn1cc(CN2CCS(=O)(=O)N(Cc3ccc(-c4cccc(N(C)C)c4)cc3)C(CC(C)C)C2=O)nn1 (stereo not drawn) | -0.8 | 1 | 0.9 | nt | -4 | -7 | -3 | -0.5 | -1 | 1
CCc1c(C(C)S(=O)(=O)c2ccc(C)cc2)[nH]c(=O)n1-c1ccc(OC(F)(F)F)cc1 (stereo not drawn) | -0.1 | -4 | 1.7 | -6 | 1 | -1 | -4 | -0.8 | -2 | -9
C#Cc1ccc([C@@H]2C=C(C(=O)N3CCOCC3)O[C@H](OCC)[C@H]2CCCO)cc1 | -0.1 | 3 | -1.0 | -6 | 2 | -2 | -4 | -0.9 | 2 | -6
CC(C)(C)c1ccc(OCCCC(=O)N2CCOCC2)cc1 | -1.2 | 2 | -2.4 | -1 | 0 | -4 | -15 | 1.0 | 0 | 2
CCOc1ccc(NS(=O)(=O)c2ccc(C(=O)NCC3(N(C)C)CCCCC3)cc2)cc1 | 0.1 | 2 | 0.7 | 4 | -1 | -3 | -6 | -1.3 | 1 | -4
Cc1ccc(-c2nnc(SCC(=O)Nc3ccc(S(=O)(=O)N4CCCCCC4)cc3)o2)cc1 | -0.7 | 2 | 0.3 | -6 | 9 | -3 | -4 | 1.7 | 2 | 2
COc1ccccc1CNCCS(=O)(=O)NN1CCOCC1 | 0.3 | -2 | -0.1 | 7 | 7 | 3 | 1 | 1.0 | -4 | -2
CN1CCn2cnc(C(=O)N[C@@H](Cc3ccccc3)C(=O)OC(C)(C)C)c2C1=O | -0.5 | -3 | -0.7 | nt | 5 | -2 | -2 | -0.3 | 1 | 1
CCCn1c(NC(=O)c2ccc(Cl)c(S(=O)(=O)N3CCCC3)c2)nc2ccccc21 | 0.5 | 3 | 2.9 | -11 | -6 | -2 | 10 | 1.1 | 5 | -3
CCOC(=O)C1=C(C)NC(C)=C(C(=O)OCC)C1C1=COCCO1 | -0.5 | -8 | -2.0 | -6 | -4 | -5 | -6 | 1.3 | 1 | 9
Cn1nc(C(=O)Nc2nc3ccc(S(C)(=O)=O)cc3s2)ccc1=O | -2.8 | -10 | 0.2 | -7 | 1 | -15 | -7 | 4.0 | -5 | -4
CC(C)c1ccccc1NC(=O)Nc1ccc(F)cc1F | -0.7 | 2 | -0.9 | -7 | -1 | -2 | -9 | 1.2 | 1 | -12
N#CC1(NC(=O)CSc2nnc(COc3ccccc3F)n2N)CCCCC1 | -0.3 | -1 | 0.2 | 1 | 3 | -10 | 0 | -0.1 | -1 | -4
CSc1ccc(C(=O)C2CCCN(Cc3cccn3-c3cccnc3)C2)cc1 (stereo not drawn) | -1.3 | 2 | -0.9 | -9 | -2 | -3 | 7 | -0.1 | 16 | -8
Nc1nonc1-n1nnc(C(=O)N/N=C/c2ccccc2F)c1-c1cccs1 | -0.3 | -6 | -0.6 | -9 | -2 | -3 | 4 | 0.3 | -1 | 4
Cc1c(NC(=O)c2ccc(Cl)nc2)cccc1-c1nc2cccnc2s1 | -0.2 | -1 | 1.3 | -17 | -2 | -7 | -14 | -0.2 | 1 | -10
